12-LOX inh = Primary qHTS assay for inhibitors of human arachidonate 12S-lipoxygenase (ALOX12): Round 2 | purified 12hLO, xylenol orange hydroperoxide absorbance | Polyunsaturated fatty acid lipoxygenase ALOX12 (Homo sapiens), P18054 | hit rate 1.1% among 580,000 | Potency, µM (highest dose often 108 µM), for the others: at the highest dose activity change, negative = inhibition, usual class: inhibitors; note: potency is the fitted concentration of half-maximal effect; % is set by controls: 0 for no effect and ±100 for the full control effect
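Hydroperoxide product was detected by ferrous iron/xylenol orange as the 573 to 405 nm absorbance ratio. Arachidonic acid at 40 uM (final) was turned over for 30 min at room temperature by 150 nM human 12hLO, pH 7.0 Hepes buffer, after 15 min compound preincubation.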
BAZ2B inh = qHTS Assay for Inhibitors of BAZ2B | Bromodomain adjacent to zinc finger domain protein 2B (Homo sapiens), Q9UIF8 | AlphaScreen BAZ2B-H3K14Ac peptide displacement | Potency, µM (titrated, usually from 114 µM), without a hit: top-dose activity change, negative = inhibition, actives largely listed as inhibitors | hit rate 4.4% among 360,000; note: potency is the fitted concentration of half-maximal effect; % is set by controls: 0 for no effect and ±100 for the full control effect; nearly all actives have a fitted effect of over 60% in size
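Protein-peptide AlphaScreen: BAZ2B 50 nM, b-H3K14Ac 50 nM, 1x PBS pH 7.4 + 0.01% Tween-20. Preincubation 30 min RT; cpd 30 min RT (top 110 uM); beads 20 min RT, light-protected.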
GLS inhibitor = qHTS for Inhibitors of Glutaminase (GLS); GLS enzymatic activity, qHTS titration; Potency, µM (series often up to 45.5 µM), for the others: top-dose activity change, negative = inhibition, hits mostly inhibitors; hit rate 0.21% among 410,000; note: potency is the fitted concentration of half-maximal effect; % is set by controls: 0 for no effect and ±100 for the full control effect
Target sequence (O94925 whole entry, looked up): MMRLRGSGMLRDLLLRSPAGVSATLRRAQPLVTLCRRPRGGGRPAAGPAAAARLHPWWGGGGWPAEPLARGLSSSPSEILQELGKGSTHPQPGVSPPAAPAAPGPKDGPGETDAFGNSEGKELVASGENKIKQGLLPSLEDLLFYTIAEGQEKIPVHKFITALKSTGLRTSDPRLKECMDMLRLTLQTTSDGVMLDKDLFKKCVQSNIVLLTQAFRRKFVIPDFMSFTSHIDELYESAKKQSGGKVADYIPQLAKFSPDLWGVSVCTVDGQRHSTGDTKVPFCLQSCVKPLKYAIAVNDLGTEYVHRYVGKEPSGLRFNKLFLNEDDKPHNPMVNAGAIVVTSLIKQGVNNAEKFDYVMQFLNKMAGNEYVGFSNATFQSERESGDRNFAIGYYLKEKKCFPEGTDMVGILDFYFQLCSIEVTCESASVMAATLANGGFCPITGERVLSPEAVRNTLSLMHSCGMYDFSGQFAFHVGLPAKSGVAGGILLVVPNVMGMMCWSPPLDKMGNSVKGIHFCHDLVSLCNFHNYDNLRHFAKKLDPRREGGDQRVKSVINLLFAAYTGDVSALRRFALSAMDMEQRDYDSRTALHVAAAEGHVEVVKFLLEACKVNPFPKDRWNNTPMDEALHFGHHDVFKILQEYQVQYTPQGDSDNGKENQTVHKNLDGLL
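Two-point fluorescence kinetic (t0, 30 min RT) for hKGA; glutamate detected via glutamate oxidase–HRP–Amplex Red. Substrate: 1 mM L-glutamine solution; buffer 45 mM KH2PO4, pH 8.2.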
G9a inh = qHTS Assay for Inhibitors of Histone Lysine Methyltransferase G9a; hit rate 8.8% among 350,000; Potency, µM (titrated, usually from 102 µM), for the others: top-dose activity, negative = inhibition, hits mostly inhibitors; G9a H3K9 monomethylation, AlphaScreen, 2 h; AID 504332, 2011; Histone-lysine N-methyltransferase EHMT2 (Homo sapiens), Q96KQ7; note: potency is the fitted concentration of half-maximal effect; % is set by controls: 0 for no effect and ±100 for the full control effect; nearly all actives have a fitted effect of over 75% in size
Target sequence (Q96KQ7 913-1193 limits assumed): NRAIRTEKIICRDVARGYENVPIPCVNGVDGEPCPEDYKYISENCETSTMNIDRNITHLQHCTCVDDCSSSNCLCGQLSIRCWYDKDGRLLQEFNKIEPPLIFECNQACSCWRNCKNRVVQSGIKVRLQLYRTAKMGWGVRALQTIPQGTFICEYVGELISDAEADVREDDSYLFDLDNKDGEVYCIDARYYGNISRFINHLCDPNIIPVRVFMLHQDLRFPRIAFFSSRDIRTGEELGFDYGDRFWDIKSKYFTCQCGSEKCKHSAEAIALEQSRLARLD
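Enzyme 20 nM + cpd, 15 min RT; add b-H3K9 pep 500 nM / SAM 20 uM; 2 h RT; anti-H3K9me1 Ab 0.5 ug/mL + SA donor / anti-rabbit acceptor beads 20 ug/mL each, 10 min; AlphaScreen read.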
ERG-DNA inh = qHTS for Small Molecule Inhibitors of the ERG Ets/DNA interaction. Transcriptional regulator ERG (Homo sapiens), P11308. fluorescence polarization, His-ERG Ets domain / labelled DNA. Potency, µM (highest dose often 76.9 µM), for inactives: at the top dose FP activity, negative = inhibition, actives largely listed as inhibitors. hit rate 0.028% among 370,000. AID 624246, 2012; active = well fitted inhibition curve with a large enough effect in the polarisation, with a control signal flat; inconclusive = small, poorly fitted or top-dose-only effect, or effect the other way, or a change in a side signal; inactive = no such curve, though single readings can be large or run the other way; the % refers to the polarisation;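 note: polarization taken with two DNA probes labelled with fluorescein and Texas red; potency is the fitted concentration of half-maximal effect; % of control where 0% means no effect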
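His-tagged ERG Ets domain (1 uM in the protein solution; 300mM KCl, 50mM Tris-HCl, 1mM EDTA, 1mM DTT, pH 7.5) received compound, then a probe mix of 5 nM fluorescein-DNA and 100nM Texas-615-DNA. Fluorescence polarization was read for both dyes.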
HP1b binding inh = HTS for Inhibitors of HP1-beta Chromodomain Interactions with Methylated Histone Tails; Chromobox protein homolog 1 (Homo sapiens), P83916; AlphaScreen HP1-beta / biotin-H3K9me3 peptide binding; Potency, µM (doses to about 114 µM), without a hit: top-dose activity change, negative = inhibition, actives largely listed as inhibitors; hit rate 0.56% among 390,000; AID 540317, 2011; note: potency is the fitted concentration of half-maximal effect; nearly all actives have a fitted effect of over 70% in size; inactives centre near 23
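AlphaScreen: HP1-beta (50 nM) preformed 30 min with biotin-H3(1-18)K9me3 peptide (50 nM) in PBS pH 7.4, 0.01% Tween-20. Compound added for 30 min at RT, then streptavidin donor/nickel chelate acceptor beads (10 ug/mL) for 30 min.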
JMJD2A Tudor inh = qHTS Assay for Inhibitors of JMJD2A-Tudor Domain. Potency, µM (series often up to 114 µM), for inactives: at the highest dose activity change, negative = inhibition, actives largely listed as inhibitors. AlphaScreen JMJD2A-Tudor / H3K4me3 peptide binding. hit rate 4.4% among 390,000. Lysine-specific demethylase 4A (Homo sapiens), O75164; note: potency is the fitted concentration of half-maximal effect; % is set by controls: 0 for no effect and ±100 for the full control effect; nearly all actives have a fitted effect of over 50% in size
RGS4 inhibitor = Inhibitors of Regulator of G Protein Signaling (RGS) 4: qHTS; AID 504845, 2011; Transcreener GDP fluorescence polarization, RGS4-accelerated GTP hydrolysis; Potency, µM (doses to about 114 µM), for inactives: at the highest dose activity change, negative = inhibition, most hits filed as inhibitors; hit rate 0.039% among 390,000; note: potency is the fitted concentration of half-maximal effect; % is set by controls: 0 for no effect and ±100 for the full control effect; nearly all actives have a fitted effect of over 75% in size; some results filed as inactive show a strong effect at the top dose
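MLSMR compounds (23 nl, pin-transferred) preincubated 10 min at room temperature with a 500nM (2x) first reagent, then RGS4 at 900nM (2x) plus Transcreener GDP mix added; fluorescence polarization (620/688 nm) read before and after 90 min at 30 °C.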
PI4K2A inh = qHTS for small molecular inhibitors of PI4K2A. hit rate 0.13% among 420,000. purified PI4K2A, ADP-Glo luminescence, 1 h; stronger effect = lower value. activity change, negative = inhibition, % at 76.9 µM; in the data active = activity change below about -50%; inconclusive = mostly about -30% to -49%;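 note: -100% = wells without enzyme as full effect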
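In this quantitative HTS, ADP production by PI4K2A was quantified luminescently after 1 h at ambient temperature; 100 microM adenosine served as plate-quality control.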
Numbers without * were called inactive; i = inactive; u = inconclusive; x = not tested or not shown; [ ] = remark or other dose. Unless noted, calls come from the whole dose curve; as a rule, active = well fitted curve in the direction sought with a large enough effect; inconclusive = small, poorly fitted or top-dose-only effect, or another doubt; inactive = no such curve, though single readings can be large; an effect the other way counts as inactive or inconclusive. An excerpt; count on the stated rates, not on these rows.

12-LOX inh,BAZ2B inh,GLS inhibitor,G9a inh,ERG-DNA inh,HP1b binding inh,JMJD2A Tudor inh,RGS4 inhibitor,PI4K2A inh,canonical_smiles
-13%,47%[activator],-10%,-1%[59 µM],-9%,90%[activator],8%,2%,0,COc1cc2ccccc2cc1-c1nnc(COc2ccccc2)o1
0%,20µM*,18%,16µM*,168%[activator],25µM*,u,-28%,-11,COc1cc(/C=C2\SC(=S)N(NC(=O)c3ccccc3OC)C2=O)ccc1O
-1%,-1%,-1%,3%[59 µM],8%,11%,-29%,14%,2,O=C(Nc1nccs1)c1ccc(Br)c(S(=O)(=O)N2CCOCC2)c1
0%[57.4 µM],-5%,-7%,36%[0.501 µM],8%,30%,3%,-2%,8,CCOC(=O)C(NC(C)=O)C(OC(C)=O)c1cccc([N+](=O)[O-])c1 (stereo not drawn)
-23%,8%,11%,15%[59 µM],-1%,46%[activator],-10%,25%,4,COc1ccc(C2C(C(=O)NCC3CCCO3)CCC(=O)N2c2ccc3c(c2)OCO3)cc1 (stereo not drawn)
u,8%,-6%,28%[59 µM],-8%,32%[activator],-9%,-49%,6,CCCCCCCSc1nsc(N)n1
15%,-5%,5%,-1%,7%,25%,-4%,1%,-1,CCn1nc(C(=O)OCC(=O)N2CC(=O)Nc3ccccc32)c2ccccc2c1=O
1%,-12%,1%,8%[0.501 µM],0%,3%,-31%,22%,-6,O=C1C=C(c2cc3ccccc3s2)C[C@@H](c2ccc3c(c2)OCO3)C1
u,20%,-25%,-1%,6%,-26%,u,-28%,-1,Cc1ccc(C(=O)N(CC(=O)Nc2sc(C)c(C)c2C(N)=O)C2CCCC2)cc1
9%,-2%,1%,-47%,0%,10%,-7%,15%,3,Cc1cccc(NC(=O)c2oc3ccc(S(=O)(=O)N4CCOCC4)cc3c2C)c1C
-2%,2%,-9%,-2%[59 µM],2%,26%,-2%,3%,-8,C#CCOc1ccc(-c2nnc(Nc3ccc(NC(C)=O)cc3)c3ccccc23)cc1
-8%,0%,0%,4%,4%,91%[activator],-9%,-6%[11.4 µM],5,Cc1nn2c(-c3ccccn3)ccnc2c1Br
u,6%,3%,-31%[59 µM],-3%,26%,-19%,8%,3,COc1ccc2sc(N3C(=O)C4CC=C(C)CC4C3=O)nc2c1 (stereo not drawn)
0%,-3%,0%,-5%,4%,31%,-11%,-1%,-8,CN(CC(=O)NCc1ccccc1Cl)CC(=O)Nc1cccc(F)c1
u,-21%,0%,u,13%,21%,-26%,-15%,-7,COC(=O)C1=C(C)NC(=S)NC1c1sccc1C (stereo not drawn)
152%[activator],20%,-5%,-20%[12.7 µM],-12%,51%[activator],2%,-9%,1,Cc1ccc(-c2csc3ncnc(SCC(=O)NCC4CCCO4)c23)cc1 (stereo not drawn)
1%,-27%,-5%,2%[59 µM],-3%,17%,-6%,2%,0,Cc1ccccc1N1CCN(CCCCN2C(=O)C3CCCN3C2=O)CC1 (stereo not drawn)
126%[activator],-8%,-12%,x,1%,u,-5%,-17%,-8,COc1cc(NC(=S)NCCO)c(OC)cc1Cl
u,-32%,48%[activator],-12%[59 µM],0%,1%,u,2%,5,Cc1c(C)n(CC(O)CN(CCO)CCO)c2ccccc12 (stereo not drawn)
0%,-7%,5%,6%,5%,14%,-18%,30%,0,COc1ccc(Cc2nc3ccc(C(=O)NCCCSC)cc3o2)cc1OC
-19%,-4%,-9%,6%[59 µM],x,16%,-19%,-51%,6,Cc1ccc(Cl)cc1N1CCN(C(=O)Cc2ccc(-n3c(=O)[nH]c4ccsc4c3=O)cc2)CC1
-7%,1%,-1%,4%,-1%,21%,-9%,10%,4,Cn1c(SCC(=O)NC2CCCCC2)nnc1-c1cc2ccccc2o1
x,-4%,-1%,x,13%,14%,-15%,13%,0,COc1cccc(NC(=O)CN(C)S(=O)(=O)c2ccc3c(c2)CCC(=O)N3)c1
16µM*,u,-3%,x,3%,26%,-29%,-3%,-4,COc1ccc(OCC(=O)NC2CCCN(Cc3ccc(Cl)cc3)C2)cc1 (stereo not drawn)
-1%,-12%,-2%,-9%,6%,42%[activator],-1%,-3%,-3,COc1ccc(N(C(=O)CNC(=O)c2cccs2)C(C(=O)NC2CCCC2)c2ccncc2)cc1 (stereo not drawn)
u,58%[activator],2%,25µM*,-4%,27%,21%,-8%,-2,Cc1cc(Cl)c2ccc3ccccc3c2n1
0%,-2%,1%,32%,8%,28%,-19%,-4%,4,O=C(NCc1ccc(Cl)cc1)C1CCN(S(=O)(=O)c2ccc(N3CCCC3=O)cc2)CC1
-8%,-27%,7%,3.2µM*,-3%,-5%,-19%,-22%,9,COc1ccc(C(=O)CCNc2ccc3c(c2)OCCO3)cc1
u,-24%,-3%,45µM*,x,54%[activator],u,-36%,-5,OC(c1ccc2c(c1)OCO2)c1nccc2ccccc12 (stereo not drawn)
-21%,-10%,3%,19%[59 µM],-4%,10%,-9%,-2%,-3,CC(OC(=O)c1ccc([N+](=O)[O-])s1)C(=O)Nc1ncc(Cl)cc1Cl (stereo not drawn)

Retrieved one by one from above, 4 records:
12-LOX inh,BAZ2B inh,GLS inhibitor,G9a inh,ERG-DNA inh,HP1b binding inh,JMJD2A Tudor inh,RGS4 inhibitor,PI4K2A inh,canonical_smiles
-19%,-4%,-9%,6%[59 µM],x,16%,-19%,-51%,6,Cc1ccc(Cl)cc1N1CCN(C(=O)Cc2ccc(-n3c(=O)[nH]c4ccsc4c3=O)cc2)CC1
-1%,-12%,-2%,-9%,6%,42%[activator],-1%,-3%,-3,COc1ccc(N(C(=O)CNC(=O)c2cccs2)C(C(=O)NC2CCCC2)c2ccncc2)cc1 (stereo not drawn)
-7%,1%,-1%,4%,-1%,21%,-9%,10%,4,Cn1c(SCC(=O)NC2CCCCC2)nnc1-c1cc2ccccc2o1
0%,-2%,1%,32%,8%,28%,-19%,-4%,4,O=C(NCc1ccc(Cl)cc1)C1CCN(S(=O)(=O)c2ccc(N3CCCC3=O)cc2)CC1

(more compounds)
12-LOX inh,BAZ2B inh,GLS inhibitor,G9a inh,ERG-DNA inh,HP1b binding inh,JMJD2A Tudor inh,RGS4 inhibitor,PI4K2A inh,canonical_smiles
u,x,-3%,x,8%,31%,-9%,-3%,2,O=C(NCc1ccco1)C1CC(c2ccc(C(F)(F)F)cc2)=NO1 (stereo not drawn)
-27%,-4%,-9%,-1%[59 µM],-7%,31%,-9%,25%,-6,COc1ccc(OC)c(NC(=O)CC2C(=O)NCCN2C(=O)C(F)(F)F)c1 (stereo not drawn)
28%,-33%,4%,u,-4%,41%[activator],-4%,4%,4,O=C(O)CSc1nc2ccccc2o1
-16%,-18%,-19%,9%[59 µM],4%,12%,-6%,7%,-2,Cc1ccccc1C(=O)Nc1ccccc1C(=O)OCc1cc(=O)n2nc(C3CC3)sc2n1
-1%,-8%,-12%,4%[59 µM],4%,15%,-24%,-10%,1,O=C(c1ccc2c(c1)N(Cc1ccc(F)cc1)C(=O)c1ccccc1S2(=O)=O)N1CCCC1
-10%,4%,-13%,-28%[12.7 µM],-12%,23%,-10%,-7%,36,CCOC(=O)c1ccc(NC(=O)CC2SC(=NC)N(C)C2=O)cc1 (stereo not drawn)
50%[activator],-15%,-6%,2%,-6%,-17%,-3%,-10%,-2,CCN1CCN(CC(=O)N2N=C(c3cccs3)CC2c2ccc(F)cc2)C(=O)C1=O (stereo not drawn)
2%,5%,3%,-4%[59 µM],x,42%[activator],1%,u,-6,O=C1C=C(NC2=CC3OC(c4ccccc4)OCC3OC2=O)CCC1 (stereo not drawn)
-9%,-4%,13%,x,-5%,10%,-8%,18%,-6,COc1ccc(C(=O)N2CCC(n3nnc4cc(F)ccc43)CC2)cc1OC
0%,9%,3%,2%,-18%,43%[activator],-9%,-1%,-7,CCOC(=O)c1cnn(-c2ccc(C(C)C)cc2)c1NC(=O)C1CCC1
0%,6%,2%,16µM*,8%,32%,-3%,-9%,3,COc1cccc(C(=O)NCCS(=O)(=O)N2CCC3(CC2)OCCO3)c1
0%,x,23%,x,0%,19%,-8%,-3%[56.9 µM],9,COc1cc(OC)nc(Oc2ccccc2C=O)n1
u,0%,9%,-12%,-1%,27%,1%,32%,2,COc1ccccc1NC(=O)CCn1c(=S)oc2ccccc21
17%,9%,u,24%[59 µM],x,27%,-14%,-3%,0,CC1Cc2nc(SCC(=O)NCC3CCCO3)n(Cc3ccccc3)c(=O)c2S1 (stereo not drawn)
-8%,-28%,1%,x,-9%,49%[activator],-3%,16%,2,O=C(CSc1nnnn1C1CCCCC1)Nc1ccccc1F
i,-21%,-1%,5%,-5%,11%,-19%,15%,-3,CCn1c(=O)c([N+](=O)[O-])c(NCc2ccco2)c2ccccc21

Compound activity from PubChem BioAssay.
